High-throughput results: PubChem BioAssay, several laboratories
Runt-SMMHC FRET: inhibitors of RUNX1 Runt–CBFb-SMMHC binding, primary screen, biochemical, FRET, Cerulean-Runt, Venus-CBFb-SMMHC, uHTS; Runt-related transcription factor 1 (Homo sapiens) + Core-binding factor subunit beta …; Cerulean-Runt/Venus-CBFb-SMMHC FRET ratio 530/480, 1 h; inhibition, % at 20 µM; hit rate 0.74% among 220,000;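 active = mean inhibition across duplicate retests at 20 µM reaching about 50%, limit read from the data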;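 also: 0% = DMSO wells and 100% = wells with excess untagged CBFb-SMMHC; inhibitors lower the FRET ratio by blocking Runt binding to CBFb-SMMHC; some results filed as inactive read as strong as hits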
thrombin 1536: human alpha-thrombin inhibitors, primary screen, counter-screen for coagulation protease inhibitor project, biochemical, 1536-well, fluorogenic AMC substrate. Prothrombin (Homo sapiens), P00734. Boc-VPR-AMC fluorogenic substrate cleavage. inhibition, % at 5 µM. hit rate 0.26% among 220,000;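 active = inhibition at or above 40%; inactive = inhibition below 40%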;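 also: 0% = enzyme with no compound and 100% = wells without enzyme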
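Material: human alpha-thrombin protein; Also added: Boc-VPR-AMC substrate, 15 µM final; Timing: enzyme reaction carried out at room temperature; Signal: fluorescence, ex 355 nm, em 460 nm; Measure: % inhibition of thrombin; Controls: enzyme without compound as high, wells lacking enzyme as low.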
Runt-CBFb FRET: inhibitors of RUNX1 Runt–CBFb binding, primary screen, biochemical, FRET, Cerulean-Runt, Venus-CBFb, uHTS | Cerulean-Runt/Venus-CBFb FRET ratio 530/480, 1 h | Runt-related transcription factor 1 (Homo sapiens) + Core-binding factor subunit beta … | hit rate 0.46% among 220,000 | inhibition, % at 20 µM;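 active = inhibition over about 50% at 20 µM in the single-dose screen, limit read from the data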;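 also: 0% = DMSO wells and 100% = excess unlabeled CBFb competitor control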
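test system = Cerulean-Runt domain fusion protein, energy donor | probe or stimulus = Venus-CBFb binding partner, 100 nM | incubation = two 1 h room-temperature incubations shielded from light | detection = fluorescence energy transfer, 422 nm excitation, 530/480 nm emission | measure = loss of energy transfer signal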
14-3-3 Bad inh: inhibitors of 14-3-3 zeta/Bad binding, primary screen, biochemical, TR-FRET, bovine 14-3-3 zeta. AID 781, 2007. TR-FRET 14-3-3zeta/Dy647-pBad peptide displacement, 1 h. hit rate 0.71% among 220,000. inhibition, % at 21.7 µM;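 active = inhibition above about 70%, limit read from the data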;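 also: 0% = full 14-3-3 plus peptide FRET controls and 100% = background without 14-3-3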
Target sequence (P63103 whole entry, looked up): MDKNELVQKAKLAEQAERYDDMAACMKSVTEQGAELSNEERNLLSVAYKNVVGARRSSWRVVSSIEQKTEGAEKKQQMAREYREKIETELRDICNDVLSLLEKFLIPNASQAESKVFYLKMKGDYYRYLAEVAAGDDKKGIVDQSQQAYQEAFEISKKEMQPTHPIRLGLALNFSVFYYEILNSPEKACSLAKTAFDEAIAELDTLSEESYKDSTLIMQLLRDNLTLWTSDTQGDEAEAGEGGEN
Hck Nef HTS: inhibitors of Nef-activated human Hck kinase, primary screen, biochemical, Z-Lyte FRET, 384-well, Hck-YEEI; Tyrosine-protein kinase HCK (Homo sapiens), P08631; Recombinant Hck-YEEI plus Nef, Z-Lyte FRET kinase assay; inhibition, % at 20 µM; hit rate 0.68% among 220,000;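 active = Hck-Nef kinase inhibition above about 50%, limit read from the data; inactive = inhibition below that limit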;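 also: 0% = DMSO with Hck plus Nef and 100% = Hck alone without Nef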
FXIa inh: human FXIa protease inhibitors, primary screen, biochemical, 1536-well. hit rate 0.14% among 220,000. purified FXIa, Boc-Glu-Ala-Arg-AMC fluorogenic substrate. AID 798, 2007. inhibition, % at 5 µM. Coagulation factor XI (Homo sapiens), P03951;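 active = inhibition of at least 40%; inactive = inhibition below 40%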;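 also: fluorescence of freed AMC excited at 355 nm; 0% = enzyme without compound and 100% = no enzyme blank; many of its hits are not listed in these tables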
Wee1 degr inh: Wee1 degradation inhibitors, primary screen, cell-based, HeLa, Wee1K328M-luciferase, luminescence. HeLa Luc-Wee1K328M stability; 100% = proteasome inhibitor MG132 effect. reporter increase, % at 5 µM. hit rate 1.2% among 220,000;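 active = activation above the mean of all tested compounds plus 3 SD, set per screening run, cut at about 8.8% in these data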;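 also: cells exposed to compound for 20 h before luminescence read; 0% = DMSO alone and 100% = MG132 at 30 µM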
KLK5 inh: human KLK5 protease inhibitors, primary screen, biochemical, 1536-well; inhibition, % at 5 µM; AID 873, 2007; recombinant hK5, fluorogenic AMC substrate cleavage; hit rate 0.59% among 210,000;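 active = inhibition of 40% or more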;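 also: 0% = enzyme controls without compound and 100% = no-enzyme blanks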
Target sequence (Q9Y337 67-293 limits assumed): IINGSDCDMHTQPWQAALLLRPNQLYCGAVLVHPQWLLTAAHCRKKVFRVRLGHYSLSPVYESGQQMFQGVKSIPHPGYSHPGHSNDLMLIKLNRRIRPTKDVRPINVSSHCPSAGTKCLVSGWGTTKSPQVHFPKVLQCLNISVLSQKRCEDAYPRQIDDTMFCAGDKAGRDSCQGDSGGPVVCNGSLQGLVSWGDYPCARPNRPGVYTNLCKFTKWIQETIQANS
FXIIa inh 1536: human FXIIa protease inhibitors, primary screen, biochemical, 1536-well. Coagulation factor XII (Homo sapiens), P00748. purified FXIIa, Boc-QGR-AMC fluorogenic substrate, 2 h. inhibition, % at 5 µM. hit rate 0.3% among 220,000. AID 800, 2007; in the data active = inhibition above about 40%;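 also: 0% = enzyme with no compound and 100% = blank without enzyme; many of its hits are not listed in these tables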
Target sequence (P00748 20-372 limits assumed): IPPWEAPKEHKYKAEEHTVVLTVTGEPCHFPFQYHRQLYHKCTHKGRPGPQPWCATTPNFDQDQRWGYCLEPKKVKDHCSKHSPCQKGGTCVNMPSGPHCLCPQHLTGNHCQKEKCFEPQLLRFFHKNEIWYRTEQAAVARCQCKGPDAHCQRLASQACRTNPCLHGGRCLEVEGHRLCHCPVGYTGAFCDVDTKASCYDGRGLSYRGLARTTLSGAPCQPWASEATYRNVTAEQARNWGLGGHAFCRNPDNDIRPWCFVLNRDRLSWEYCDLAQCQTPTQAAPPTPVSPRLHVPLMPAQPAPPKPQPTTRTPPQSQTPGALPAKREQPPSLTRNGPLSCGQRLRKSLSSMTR
Target sequence (P00748 373-615 limits assumed): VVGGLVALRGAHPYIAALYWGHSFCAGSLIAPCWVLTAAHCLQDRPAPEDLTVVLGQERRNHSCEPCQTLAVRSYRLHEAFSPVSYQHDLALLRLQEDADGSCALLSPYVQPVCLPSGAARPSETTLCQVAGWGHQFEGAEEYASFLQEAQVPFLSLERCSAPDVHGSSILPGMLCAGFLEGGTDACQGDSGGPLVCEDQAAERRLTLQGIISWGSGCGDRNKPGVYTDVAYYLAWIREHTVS
An asterisk follows results filed as active; · = not tested or not shown; [ ] = another dose, or the depositor's remark.

SMILES | Runt-SMMHC FRET | thrombin 1536 | Runt-CBFb FRET | 14-3-3 Bad inh | Hck Nef HTS | FXIa inh | Wee1 degr inh | KLK5 inh | FXIIa inh 1536
NS(=O)(=O)c1cccc(NC(=O)CCSc2ccc(Cl)cc2)c1 | -22 | -4 | 9 | -8 | 7 | 10 | 2 | -4 | 15
O=C(OCC1OC2C(Oc3nc(=O)ccn32)C1O)c1ccccc1 (stereo not drawn) | -7 | 3 | 0 | -18 | 2 | 2 | -2 | -11 | 4
N/C(=N\OC(=O)Cc1cccs1)c1ccccc1 | 1 | -1 | -2 | -4 | -1 | 0 | 2 | 4 | 10
O=C(NCc1ccc(Cl)cc1)C1CCC(CNc2c(N3CCOCC3)c(=O)c2=O)CC1 (stereo not drawn) | -4 | 1 | -1 | 0 | 17 | 3 | -3 | 3 | 9
COC(=O)CNC(=O)c1ccc2c(c1)S(=O)(=O)c1ccccc1C2=O | -4 | -10 | 1 | 3 | 5 | -3 | 4 | 2 | -4
CCOC(=O)c1c2n(c3ccc(O)cc13)CCC2 | 2 | -1 | -2 | -8 | 12 | 1 | 11* | -12 | 8
COc1ccc(O)c(/C=N/n2c(-c3ccco3)csc2=Nc2cccnc2)c1 | -19 | 1 | -1 | -2 | -1 | 6 | 0 | 0 | 5
CCCN(CCC)CC(O)CN1C(=O)NC(C)(C)C1=O (stereo not drawn) | 2 | -8 | 0 | -8 | 14 | -4 | -3 | 2 | 6
N#C/C(=C(/O)CN1CCCC1)c1nc(-c2ccccc2)cs1 | -3 | 4 | 7 | -5 | 17 | 11 | 0 | 0 | 18
CCc1ccc(-c2cc(C(=O)N/N=C/c3c[nH]c4ccccc34)[nH]n2)cc1 | -7 | 3 | -5 | -5 | 23 | 5 | 2 | 5 | 11
CC(C)(C)Nc1nc(NC(C)(C)C)nc(-n2ccnc2)n1 | 0 | 8 | -1 | -8 | 10 | 3 | 0 | 6 | 20
Cc1cccc(NC(=O)CSc2nnc(-c3cc(C)n(-c4ccccc4)c3C)o2)c1C | -3 | -2 | 1 | 6 | -12 | -2 | 5 | -23 | 7
c1ccc2[nH]c(CN3CCN(c4ncnc5c4oc4ccccc45)CC3)nc2c1 | 2 | 0 | 17 | -3 | 3 | -1 | -3 | -5 | -2
NC(=O)C1CC(=O)N(c2ccc(OCc3ccc(Cl)cc3)cc2)C1 (stereo not drawn) | -2 | -7 | -1 | -7 | 22 | -1 | 0 | 1 | 8
N#CCc1ccc(NS(=O)(=O)c2ccc(C3CCCCC3)cc2)cc1 | -2 | -7 | 0 | -2[fluorescence artefact?] | 0 | -4 | -2 | -10 | 2
Cn1c(=O)c2[nH]c(-c3ccccc3Cl)c(O)c2n(C)c1=O | -109 | -6 | -16 | -11 | 7 | 3 | 0 | -11 | 11
CC(=O)Nc1ccc2c(c1)nc(CCN1CCC(C)CC1)n2C | 0 | 2 | 4 | 21 | 2 | 1 | 3 | 4 | 5
O=C(N/N=C/c1cc2c(cc1Br)OCO2)c1c[nH]c2ccccc12 | -2 | -5 | 0 | -3 | 4 | 0 | 1 | -1 | 8
C/C(N)=C(/C#N)C(=O)COC(=O)CCC1CCCC1 | 0 | -3 | 5 | 6 | 2 | -4 | 3 | -2 | 12
CCCCn1c(-c2ccccc2)nnc1-c1ccccc1 | 1 | 3 | -1 | · | 1 | 2 | -1 | -4 | 8
NC1=NC(=O)C(CC(=O)c2ccc(Cl)cc2)S1 (stereo not drawn) | -3 | -2 | 2 | -2 | -1 | -6 | -2 | -6 | 7
O=S(=O)(c1ccc(-c2cc(C(F)(F)F)on2)s1)N1CCCC1 | -9 | -5 | -2 | -3 | -4 | 2 | 8 | -2 | 3
COCCNC(=O)CCc1nnc(Cc2ccc(-c3ccccc3)cc2)o1 | -1 | -8 | 1 | -7 | -5 | -4 | 0 | · | -2
CC(=O)OC1c2ccccc2C(=O)N1c1ccccc1C (stereo not drawn) | -3 | -3 | 2 | 3 | 18 | 1 | 0 | -1 | 13
Cc1nc2ccc(S(=O)(=O)N(C)CC(=O)NCc3ccc4c(c3)OCO4)cc2s1 | -1 | 3 | -1 | 7 | 8 | 0 | 0 | 5 | 16
CCN(CC)CCOc1c(Br)ccc2c1sc1nc3n(c(=O)c12)CCC3 | 5 | 0 | -2 | 3 | 9 | -1 | 1 | -10 | 2
CCOC(=O)c1c(C)[nH]c(C(=O)COC(=O)CCC(=O)c2ccc3c(c2)OCCO3)c1C | 28 | -6 | -6 | 7 | -5 | 3 | -1 | 7 | 3
CS(=O)(=O)CCC(C(=O)OCc1ccc(Cl)cc1)N1C(=O)c2ccccc2C1=O (stereo not drawn) | -13 | 2 | -8 | 18[fluorescence artefact?] | 6 | 22 | -1 | -10 | 21
COC(=O)CN1C(=O)C(O)(CC(=O)c2ccccc2)c2ccccc21 (stereo not drawn) | -2 | 2 | 2 | 4 | 2 | 2 | -3 | -6 | 10
Nc1ccc(OCc2ccccc2)cc1 | -5 | -9 | 0 | -5 | 8 | -11 | -1 | 18 | -3
CCOC(=O)Cc1csc(NC(=O)CSc2ncnc3c2cnn3-c2ccccc2Cl)n1 | 6 | 0 | 0 | 8 | 1 | 1 | -3 | 2 | 10
Cc1nn(Cc2ccc(F)cc2)c(C)c1NC(=O)c1nn(C)cc1Cl | 3 | 3 | 0 | -7[fluorescence artefact?] | 12 | 5 | 4 | -6 | 8
COc1ccc(OCc2cccc(C(=O)Nc3ccc(CN4CCCCC4)cc3)c2)cc1 | -4 | 1 | -1 | -4 | 7 | 7 | 6 | -9 | 6
Cc1nc(N2CCN(c3ccccc3)CC2)nc2c1C(=O)CC(C)C2 (stereo not drawn) | -4 | -7 | -2 | 13 | 2 | -6 | 1 | 0 | -9
O=C(O)CCC(=O)NN1C(=O)c2ccccc2NC1c1ccco1 (stereo not drawn) | 0 | -1 | 0 | 3 | 6 | -2 | 0 | -3 | 5
C=CCOC(=O)C1=C(C)Nc2ncnn2C1c1cc(Br)ccc1F (stereo not drawn) | -8 | 5 | -3 | -2 | 3 | 2 | 2 | -3 | 14

Three entries from above in a different format.
structure,Runt-SMMHC FRET,thrombin 1536,Runt-CBFb FRET,14-3-3 Bad inh,Hck Nef HTS,FXIa inh,Wee1 degr inh,KLK5 inh,FXIIa inh 1536
Cc1nn(Cc2ccc(F)cc2)c(C)c1NC(=O)c1nn(C)cc1Cl,3,3,0,-7[fluorescence artefact?],12,5,4,-6,8
CCOC(=O)c1c(C)[nH]c(C(=O)COC(=O)CCC(=O)c2ccc3c(c2)OCCO3)c1C,28,-6,-6,7,-5,3,-1,7,3
Cc1nc(N2CCN(c3ccccc3)CC2)nc2c1C(=O)CC(C)C2 (stereo not drawn),-4,-7,-2,13,2,-6,1,0,-9

(continued)
SMILES | Runt-SMMHC FRET | thrombin 1536 | Runt-CBFb FRET | 14-3-3 Bad inh | Hck Nef HTS | FXIa inh | Wee1 degr inh | KLK5 inh | FXIIa inh 1536
C#CCn1c(C)cc(C)c(S(=O)(=O)c2ccccc2)c1=O | 1 | -5 | 0 | -1 | -1 | -6 | 8 | -6 | 3
Cc1cccc(C)c1NC(=O)C(c1ccc([N+](=O)[O-])cc1)N1CCCCC1 (stereo not drawn) | 5 | -5 | -1 | -2 | 0 | 1 | 2 | -10 | 15
CC1=C(C(=O)OCC2CCCO2)C(c2ccc(O)cc2)NC(=O)N1 (stereo not drawn) | 0 | -6 | -1 | 3 | -6 | -4 | 0 | 0 | -3
N#CC1=C(N)C(C#N)(C#N)[C@H](c2c(F)cccc2F)[C@H]2CC3(CC=C12)OCCO3 | 28 | 5 | 15 | 6 | 2 | 6 | 1 | 1 | 7
CC1=C(C(=O)Nc2cccnc2)C(c2ccc(C(C)C)cc2)n2ncnc2N1 (stereo not drawn) | 0 | 21 | · | -6[fluorescence artefact?] | 1 | -7 | 0 | -9 | 4
COc1ccc2nc(NC(=S)N(C)C)sc2c1 | 26 | 5 | 40 | 3[fluorescence artefact?] | -23 | -2 | -1 | -32 | 14
Cc1cc(S(=O)(=O)N2CCC(NC(=O)C34CC5CC(CC(C5)C3)C4)CC2)ccc1-n1cnnn1 | 1 | 1 | -4 | 8 | 9 | 7 | -3 | -18 | 15
CC(=O)Nc1ccc(NC(=O)CN(c2ccccc2Cl)S(C)(=O)=O)cc1 | -5 | -2 | -1 | -5 | 0 | -12 | 0 | 4 | -8
O=C(NC1CC1)C1=C[C@@H](c2csc3ccccc23)C[C@@H](OCCCCO)O1 | 3 | -2 | 4 | -3 | 27 | -1 | · | 0 | 5
CCCCC(=O)Nc1ccc(C(=O)NCC(=O)OC)cc1 | -4 | -5 | -1 | 4 | 1 | -6 | 2 | -2 | -12
Cc1cccc(C)c1NC(=O)c1cn(-c2ccccc2)nc1-c1ccccc1 | 3 | -2 | 0 | -2[fluorescence artefact?] | 2 | 4 | 4 | -9 | 14
CCOC(=O)CN1C(=O)COc2ccc(C(C)(C)C)cc21 | 2 | -22 | 0 | 6 | 1 | -1 | 8 | 2 | -7
O=C(O)c1cccc(NC(=S)N/N=C/c2ccccn2)c1 | 2 | -3 | 9 | -1 | 18 | -4 | -1 | -12 | 3
C/C(=N\NC(=O)c1nn(C)c(C)c1Br)c1ccc(NC(=O)c2ccc(C)s2)cc1 | -11 | -13 | -1 | 0 | 19 | 1 | 0 | -3 | 5
COC(C[C@H]1O[C@H]1[C@@H](O)[C@@H](C)OCc1ccccc1)OC | 2 | -2 | 1 | -3 | 30 | 1 | · | 1 | 8
O=c1[nH]c2cc([N+](=O)[O-])c(NCCO)c([N+](=O)[O-])c2[nH]1 | -2 | -4 | -4 | -7 | 29 | -2 | 8 | 5 | 5
CS(=O)(=O)c1ccc(Cl)c(NC(=O)COC(=O)c2cccc(C#N)c2)c1 | -4 | 17 | -1 | -1 | 22 | -3 | 6 | -6 | 3
COC(=O)c1c(NC(=O)Cc2cccs2)sc(C)c1C | -1 | 2 | 3 | 3[fluorescence artefact?] | -3 | 2 | -3 | -7 | 4
Cc1sc(NC(=O)CSC2=NCCS2)nc1-c1ccccc1 | -2 | -1 | 2 | 9 | -1 | 14 | 4 | -1 | 22
CCCCCOC(=O)c1ccc(OC(=O)c2cncc(Br)c2)cc1 | -2 | -1 | · | -2 | 1 | -9 | 8 | -16 | 3
COc1ccc(-n2nnnc2SCC(=O)NCCc2ccccc2)cc1OC | 2 | -1 | 1 | -17 | 24 | 3 | -3 | 14 | 8
